# Assay outcomes from PubChem.
# TRb SRC2 PPI – disrupts binding of human TR beta to SRC2. AID 1469. TRbeta-SRC2 peptide binding, fluorescence polarization; receptor liganded with 1 µM T3. actives 0.065% (n = 280,000). P10828. Potency, µM (highest dose often 106 µM), for inactives: at the top dose activity change, negative = inhibition, hits mostly inhibitors;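 further: plate controls were bound peptide for no effect and peptide without receptor for full effect; nearly all actives have a fitted effect of over 50% in size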
#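 Each compound concentration gave % activity, normalized to unbound and bound Texas Red SRC2 controls, from polarization read after 5 hr ambient incubation with T3-loaded human TRb LBD.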
# KDM4E inh – blocks human JMJD2E demethylase activity; JMJD2E catalytic domain, FDH-coupled NADH fluorescence (FDH is formaldehyde dehydrogenase); Potency, µM (doses to about 57.1 µM), without a hit: top-dose activity change, negative = inhibition, usual class: inhibitors; actives 1.6% (n = 230,000); AID 2147; active means well fitted inhibition curve with a large enough effect, not every such curve was filed as active; inconclusive means small, poorly fitted or top-dose-only effect, or another doubt; inactive means no such curve, though single readings can be large or run the other way;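 further: 0% = wells with enzyme and -100% = buffer wells without enzyme; nearly all actives have a fitted effect of over 50% in size; many of its hits are not listed in these tables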
# Target sequence (B2RXH2 1-337 limits assumed): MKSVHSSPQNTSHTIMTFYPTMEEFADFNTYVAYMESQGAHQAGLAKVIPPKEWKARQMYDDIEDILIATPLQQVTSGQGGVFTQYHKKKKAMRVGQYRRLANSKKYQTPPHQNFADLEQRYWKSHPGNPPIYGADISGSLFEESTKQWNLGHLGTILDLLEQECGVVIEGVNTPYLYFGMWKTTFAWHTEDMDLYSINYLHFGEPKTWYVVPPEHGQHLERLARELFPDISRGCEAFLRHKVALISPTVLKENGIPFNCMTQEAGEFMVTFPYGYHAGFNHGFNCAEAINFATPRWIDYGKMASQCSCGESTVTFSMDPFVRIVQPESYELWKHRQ
# L3MBTL1 block – L3MBTL1 (human) inhibition; AID 485360; AlphaScreen L3MBTL1–H3K9me1 peptide binding; actives 0.66% (n = 230,000); Potency, µM (series often up to 57.1 µM), without a hit: top-dose activity, negative = inhibition, most hits filed as inhibitors; Q9Y468; further: nearly all actives have a fitted effect of over 60% in size
#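 Read-out is AlphaScreen signal from streptavidin donor and nickel chelate acceptor beads (10 ug/mL final each) bridging L3MBTL1 (50 nM) and biotinylated K9-monomethylated H3(1-15) peptide (75 nM), after 30 min compound exposure at room temperature.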
# Tau FP inhib – blocks human tau fibril formation measured by polarization | Potency, µM (top dose mostly 57.7 µM), for the others: top-dose activity, negative = inhibition, actives largely listed as inhibitors | P10636 | K18 P301L tau heparin fibrillization, Alexa594 FP, 6 h | actives 0.39% (n = 280,000); further: nearly all actives have a fitted effect of over 55% in size
# Target sequence (P10636 561-689 P618L limits assumed): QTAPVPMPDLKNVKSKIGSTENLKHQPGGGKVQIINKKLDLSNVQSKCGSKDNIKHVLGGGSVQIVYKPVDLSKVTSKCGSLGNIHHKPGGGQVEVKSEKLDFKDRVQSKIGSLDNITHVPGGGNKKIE
#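 K18 P301L tau (15 uM unlabeled/0.24 uM Alexa 594-labeled, final) + compound + heparin 20 uM final; 100 mM NaOAc pH 7; 6 hr 37 C; ThT 30 uM final added, 1 hr RT; FP ex 555/em 632 nm.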
# TR SRC2 fluor cs – counter-screen for TRb-SRC2 inhibitors: fluorescence interference; TRb/SRC2 Texas Red total fluorescence interference; Potency, µM (top dose mostly 106 µM), for inactives: top-dose fluorescence change, negative = quenching; actives 0.29% (n = 280,000); AID 1479; active means well fitted curve in either direction with a large enough effect; inconclusive means small, poorly fitted or top-dose-only effect
#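 Human TRb ligand-binding domain at 0.6 uM with 20 nM Texas Red SRC2 peptide in Tris buffer containing 1 uM T3 and 5% DMSO, incubated with compound 5 h at ambient temperature. Total fluorescence (555/632 nm) calculated as parallel + 2 × perpendicular.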
# Tau fibril ThT – tau fibrillization inhibition (ThT binding) | P10636 | recombinant tau K18 P301L (four-repeat tau fragment), heparin-induced fibrillization, ThT fluorescence | Potency, µM (series often up to 57.4 µM), inactives show at the highest dose activity, negative = inhibition, actives largely listed as inhibitors | actives 2.1% (n = 270,000); further: nearly all actives have a fitted effect of over 55% in size
#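 Aggregation was driven by heparin (20 uM final) acting on recombinant tau […] bearing P301L in 100 mM sodium acetate pH 7; fibrils were detected with Thioflavin T.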
# GoLoco inh red – inhibitors of human Gai1-RGS12 GoLoco interaction (red fluorophore); AID 880; Potency, µM (highest dose often 61.6 µM), for the others: at the top dose activity, negative = inhibition, usual class: inhibitors; Gai1:RGS12 GoLoco peptide FP, rhodamine, 10 min; actives 0.44% (n = 230,000); active means well fitted inhibition curve with a large enough effect, not every such curve was filed as active; inactive means no such curve, though single readings can be large or run the other way; further: nearly all actives have a fitted effect of over 30% in size; many of its hits are not listed in these tables
# Target sequence (P63096 whole entry, looked up): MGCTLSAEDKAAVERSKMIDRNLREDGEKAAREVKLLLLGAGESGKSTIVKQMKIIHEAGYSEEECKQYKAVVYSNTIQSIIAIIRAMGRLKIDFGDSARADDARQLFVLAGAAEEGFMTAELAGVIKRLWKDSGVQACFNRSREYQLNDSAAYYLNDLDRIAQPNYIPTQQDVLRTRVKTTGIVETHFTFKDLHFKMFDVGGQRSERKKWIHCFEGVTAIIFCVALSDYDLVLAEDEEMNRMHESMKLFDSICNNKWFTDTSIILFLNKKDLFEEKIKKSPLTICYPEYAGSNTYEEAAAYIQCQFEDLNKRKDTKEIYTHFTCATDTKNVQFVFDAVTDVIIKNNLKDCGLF
# RECQ1 inh – blocks DNA unwinding by human RECQ1; P46063; RECQ1 DNA unwinding, red fluorescence kinetic read; Potency, µM (doses to about 57.3 µM), for inactives: at the highest dose activity, negative = inhibition, usual class: inhibitors; actives 0.54% (n = 240,000); AID 2549;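 further: plate controls were vehicle for no effect and no enzyme for full effect; nearly all actives have a fitted effect of over 30% in size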
#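 RECQ1T1 50 nM; forked duplex (20 bp + 30-nt ss tails) 200 nM, ATP 2 mM final; pH 8.0, 2 mM MgCl2, 2.5 ug/ml poly(dI-dC); 15 min compound preincubation; discontinuous kinetic read over 2 h at RT.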
# * = called active by the depositor; i = inactive; ? = inconclusive; / = not tested or not shown; & = joins results of further samples; [ ] = remark or other dose. Unless noted, the call rests on the fitted dose curve; in most records, active means well fitted curve in the direction sought with a large enough effect; inconclusive means small, poorly fitted or top-dose-only effect, or another doubt; inactive means no such curve, though single readings can be large; an effect the other way counts as inactive or inconclusive. Unless noted, on the % scale 0 is the no-effect control and ±100 the full control effect; potency means the concentration at half of the fitted maximal effect. Only part of the results is shown (hit frequency here may not be typical).
# Order of values – TRb SRC2 PPI, KDM4E inh, L3MBTL1 block, Tau FP inhib, TR SRC2 fluor cs, Tau fibril ThT, GoLoco inh red, RECQ1 inh
- CCOC(=O)C1=C(C)NC(SC(C)=O)=NC1c1ccc(OC(C)=O)c(OC)c1 (centres undefined)
 : -17%, 4%, /, -6%, -2%, -10%, 5%, i
- CCn1c(NC(=O)c2ccccc2)nc2ccccc21
 : -1%, ?, -1%, -1%, -1%, -15%, 10%, -5%
- O=C(O)CC(SCc1ccc(C(=O)O)o1)C(=O)O (centres undefined)
 : -1%, -2%, 3%, 0%, -8%, -1%, 0%, -2%
- COc1ccc(C(=O)n2c(-c3ccco3)nc3ccccc32)cc1
 : -13%, ?, -2%, -4%, 1%, ?, 5%, -13%
- COc1ccccc1N1CCN(Cc2cc(Br)c(O)c3ncccc23)CC1
 : -2%, 25µM*, /, 6%, -1%, ?, -1%, -16%
- O=C1c2[nH]nc(-c3ccccc3O)c2C(c2cccc(Cl)c2)N1CC1CCCO1 (centres undefined)
 : -12%, 1%, -13%, -6%, -1%, -7%, 5%, -3%
- CCc1nnc(NC(=O)CCC(=O)NCC2CCCO2)s1 (centres undefined)
 : -10%, 4%, /, 4%, 0%, 0%, 9%, i
- O=C(NCc1ccccc1F)c1cccs1
 : 2%, 6%, 3%, 0%, 2%, -3%, 3%, -1%
- O=C(O)c1cn(Cc2ccccc2)c2ccccc2c1=O
 : 4%, 27%, 1%, 0%, -4%, -12%, -5%, 2%
- COc1ccc(C)cc1NC(=O)C1CCN(S(=O)(=O)c2ccc3c(c2)CCCN3C(C)=O)CC1
 : -1%, /, /, 6%, -1%, -1%, /, /
- COc1ccc(OC)c(S(=O)(=O)n2nc(C)cc2C)c1
 : 4%, -3%, /, 1%, -4%, 2%, -19%, -1%
- C/C(=N\Nc1nc2ccccc2[nH]1)c1ccc(C)o1
 : 2%, 0%, -8%, 10%, 9%, ?, 5%, -10%
- CC1CCN(CC[C@H]2CCCN2S(=O)(=O)c2cccc(O)c2)CC1
 : 3%&-7%, 4%&-5%, 10%, 1%&2%, -2%&-1%, -12%&-6%, 4%&4%, -8%&-1%
- CNS(=O)(=O)c1ccc(NCC2COc3ccccc3O2)c([N+](=O)[O-])c1 (centres undefined)
 : 11%, -12%, -14%, 12%, -1%, ?, -3%, -1%
- O=C(CSCc1cnn(-c2ccccc2)c1-n1cccc1)NCC1CCCO1 (centres undefined)
 : -3%, -1%, /, -1%, -6%, -16%, -1%, -10%
- Cc1ccc(CC(=O)Nc2nncs2)cc1
 : -6%, -2%, -4%, 9%, -8%, 1%, 3%, -7%
- CC(C)Cc1nnc(NC(=O)c2cc(-c3ccncc3)nc3ccccc23)s1
 : 0%, 0%, -17%, 7%, 2%, ?, 63%[activator], 8%
- O=C(CSc1nnc(CNC(=O)c2c(F)cccc2Cl)o1)NCc1ccc2c(c1)OCO2
 : -15%, -4%, /, 5%, 1%, -6%, 7%, -1%
- CC[C@H]1C(c2ccc(F)cc2)=NN(c2ccccc2)[C@@H]1CO
 : -1%, /, 18%, ?, -1%, ?, -62%[88.7 µM], -6%[81.1 µM]
- C=CCN1C(=O)/C(=C2/C(=O)N(CC(=O)O)c3ccccc32)S/C1=N/c1nccs1
 : -13%, -1%, 7.9µM*, -19%, -25%, 7.1µM*, -5%, 16µM*
- COc1ccc(C(=O)Nc2ccc(N3CCOCC3)cc2)cc1S(=O)(=O)NC1CCCC1
 : -2%, 4%, -11%, 6%, -2%, ?, 7%, 0%
- Cc1ccc(Nc2nc3c(c(=O)[nH]c(=O)n3C)n2Cc2ccc(F)cc2)cc1
 : 4%, ?, 2%, -12%, 1%, 0%, 0%, i
- Cn1c(SCC(=O)c2c(N)n(C)c(=O)n(C)c2=O)nnc1-c1ccc(F)cc1
 : -5%, -1%, 3%, -2%, 0%, ?, 5%, -3%
- COc1ccc(S(=O)(=O)NCc2ccc3c(c2)CCN3C(=O)c2ccc(C)cc2)cc1Cl
 : 10%, /, /, -4%, 3%, 2%, /, /
- Cc1nc2[nH]c(=O)c3c(n2n1)NC1=C(C(=O)CC(C)(C)C1)C3c1ccccc1 (centres undefined)
 : 4%, ?, 4%, -4%, 2%, -5%, 1%, -8%
- Cc1cccc(NC(=O)CSc2nc3ccccc3nc2N2CCC(C)CC2)c1
 : 2%, /, /, -17%, 1%, -10%, /, /
- CCOC(=O)CC(=O)CSc1nnc2c(n1)[nH]c1ccccc12
 : -8%, -1%, 0%, 0%, -6%, -17%, -3%, i
- Cc1nc(CNS(=O)(=O)c2cc(F)ccc2F)cs1
 : -3%, 3%, 26%[11.4 µM], 3%, 0%, 1%, 3%, -1%
- COc1cc(OC)cc(C(=O)NNc2nc3cc4c(cc3s2)OCO4)c1
 : -4%, ?, -10%, -1%, -6%, ?, -3%, -12%
- CC(=O)OC[C@H]1O[C@@H](O/N=C(\C)CCN2CCCc3nc(C)c(C)cc32)[C@H](OC(C)=O)[C@@H](OC(C)=O)[C@H]1OC(C)=O
 : -3%[11.2 µM], /, /, 2%[11.6 µM], 0%[11.2 µM], -2%[11.5 µM], /, i[11.5 µM]

# Further entries.
canonical_smiles | TRb SRC2 PPI | KDM4E inh | L3MBTL1 block | Tau FP inhib | TR SRC2 fluor cs | Tau fibril ThT | GoLoco inh red | RECQ1 inh
COC(=O)NCC(c1cccnc1)N1CCN(c2ccccc2F)CC1 (centres undefined) | 10% | -9% | 0% | 4% | -1% | 0% | 5% | 0%
Cc1c(Cl)cccc1NC(=O)Cn1nnc(-c2nc(-c3ccccc3)no2)c1N | 4% | / | / | -11% | 0% | 3% | / | /
O=C(NN=C1CCCC1)c1ccn[nH]1 | -1% | 1% | 2% | -1% | -5% | -5% | -7% | -6%
COc1ccc2c(c1)c1c(c(=O)n(Cc3ccccc3)c(=O)n1Cc1cccc(Cl)c1)n2C | -2% | / | / | -14% | 2% | -3% | / | /
CC(=O)NS(=O)(=O)c1ccc(NC(=O)C2c3ccccc3Oc3ccccc32)cc1 | -3% | -8% | 17% | -1% | 3% | -13% | -4% | -3%
O=C(N/N=C/c1c(Cl)cccc1Cl)c1ccc(F)cc1 | -1% | 6% | 5% | -3% | -3% | -21% | -3% | i
CC1(C)CCc2cc(-c3ccnc(=S)[nH]3)ccc2O1 | -3% | -28% | -1% | -14% | -5% | ? | 4% | -5%
C=CCNC(=O)C(C(=O)OCC)C1CCCCC1 (centres undefined) | 4% | 5% | 4% | -5% | -4% | 5% | 5% | -4%
O=C(CCCCn1c(=O)c2ccccc2n(CC(=O)Nc2ccc(F)cc2)c1=O)NCc1ccco1 | 6% | -3% | -7% | 1% | 0% | -2% | 0% | 0%
O=C(Nc1ccc2c(c1)OCO2)C1Cc2ccccc2CN1S(=O)(=O)c1cccs1 (centres undefined) | -11% | 4% | ? | 8% | -5% | -17% | 10% | -22%
CCc1ccc2c(c1)c(=O)c(S(=O)(=O)c1ccccc1)cn2CC(=O)Nc1cc(C)ccc1C | 8% | / | / | -7% | 1% | -6% | / | /
O=c1cc(C(F)(F)C(F)F)oc2ccccc12 | 3% | 0% | / | -8% | -5% | -11% | 3% | -5%

# Arranged by number of heavy atoms (smallest number first): some entries from above.
canonical_smiles | TRb SRC2 PPI | KDM4E inh | L3MBTL1 block | Tau FP inhib | TR SRC2 fluor cs | Tau fibril ThT | GoLoco inh red | RECQ1 inh
O=c1cc(C(F)(F)C(F)F)oc2ccccc12 | 3% | 0% | / | -8% | -5% | -11% | 3% | -5%
O=C(CSCc1cnn(-c2ccccc2)c1-n1cccc1)NCC1CCCO1 (centres undefined) | -3% | -1% | / | -1% | -6% | -16% | -1% | -10%
C=CCN1C(=O)/C(=C2/C(=O)N(CC(=O)O)c3ccccc32)S/C1=N/c1nccs1 | -13% | -1% | 7.9µM* | -19% | -25% | 7.1µM* | -5% | 16µM*
O=C(CSc1nnc(CNC(=O)c2c(F)cccc2Cl)o1)NCc1ccc2c(c1)OCO2 | -15% | -4% | / | 5% | 1% | -6% | 7% | -1%
COc1ccc(C)cc1NC(=O)C1CCN(S(=O)(=O)c2ccc3c(c2)CCCN3C(C)=O)CC1 | -1% | / | / | 6% | -1% | -1% | / | /

# (list continues)
canonical_smiles | TRb SRC2 PPI | KDM4E inh | L3MBTL1 block | Tau FP inhib | TR SRC2 fluor cs | Tau fibril ThT | GoLoco inh red | RECQ1 inh
Cc1cc(C)c(/C=N/n2c(C)cc(C)c(C#N)c2=O)c(C)c1 | -1% | 8% | -2% | -3% | -1% | 1% | 3% | i
O=C(Cc1ccccc1)Nc1ccc(NC(=O)C2CC2)nc1 | 0% | 1% | -6% | -4% | -1% | -6% | -4% | -1%
Cc1nn(C)c(C)c1S(=O)(=O)N(CC(=O)NCCN1CCOCC1)c1ccc(C(C)C)cc1 | 7% | -1% | 24% | 10% | -4% | 0% | -2% | -6%
CCC(CC)C(=O)Nc1cccc(-c2nc3ncccn3c2C)c1 | -1% | / | / | -5% | -1% | 3% | / | /
Cc1ccc(CSCC(=O)N/N=C/c2cccc(OC3CSC3)c2)cc1 | -6% | 3% | 1% | 0% | 0% | -5% | 3% | -7%
Cc1ccc(C(=O)COC(=O)c2cc(Cl)nc3ccccc23)cc1 | 6% | ? | / | -11% | -1% | ? | -9% | 0%
CC(=O)C(C(C)=O)C(NC(=O)c1cccnc1)(C(F)(F)F)C(F)(F)F | 9% | -2% | -6% | -1% | 1% | -3% | 0% | -3%
CC(c1nnc(SCC(=O)N2CC(=O)Nc3ccccc32)n1Cc1ccccc1)N(C)C (centres undefined) | 1% | -5% | / | -1% | -1% | -7% | 2% | -5%
CCOC(=O)c1cc(C)n(CC2CCC(C(=O)Nc3ccc(OC)cc3)CC2)c1C (centres undefined) | 5% | / | / | 12% | 0% | -7% | / | /
COc1cccc(N2CC(C(=O)Nc3nnc(SCC(=O)c4ccccc4)s3)CC2=O)c1 (centres undefined) | 0% | -2% | -11% | -9% | 1% | -17% | 12% | -14%
